PrPC surface inh = reduces human prion protein on the cell surface. inhibition, % at 13.8 µM. AID 720596. 0.43% of 370,000 active. cell surface PrPC, TR-FRET read-out; in the data active = inhibition above about 24%; note: 0% = median of the test wells and 100% = reference compound wells
PfHsp40 yeast = compounds rescuing yeast from Plasmodium falciparum HSP40 toxicity | growth rescue, % at 12.5 µM | 0.68% of 340,000 active | S. cerevisiae expressing PfHsp40, growth rescue, ATP luminescence; in the data active = growth rescue above about 28%, passing the limit was not always enough; inconclusive = no clear call, values can overlap the other calls;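 note: yeast W303a lacking pdr1 and pdr3 grown in galactose medium; growth measured after three days at 30 °C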
SSB-PriA inh = inhibitors of Klebsiella pneumoniae PriA binding to SSB C-terminal tail; AlphaScreen SSBct-PriA binding, biotinylated peptide; inhibition, % at 33 µM; 0.6% of 430,000 active; in the data active = inhibition mostly above about 37%, no sharp cut-off; inactive = mostly below about 20%;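 note: plate controls were negative control peptide for no effect and reference peptide for full effect; strong numbers were not always called active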
Anthrax LF prot = anthrax lethal factor protease inhibition. P15917. multiplex microsphere protease cleavage assay, LF. inhibition, % at 10 µM. 0.12% of 360,000 active; note: plate controls were buffer without enzyme for full effect and enzyme alone for no effect
Vc quorum ag = inducers of Vibrio cholerae quorum light production without autoinducers. V. cholerae BH1578 lux reporter, luminescence, 6 h. activation, % at 18.7 µM. 0.16% of 350,000 active; in the data active = activation mostly above about 9.7%, no sharp cut-off; inconclusive = no clear call, values can overlap the other calls; inactive = mostly below about 3.7%; note: not every result past the cut was called active; inactives centre near 0; reference of the scale not given here
TcdB GH inh = TcdB glycohydrolase inhibition; P18177; TcdB glycohydrolase enzymatic assay, plate reader; inhibition, % at 9.99 µM; 0.24% of 350,000 active; in the data active = inhibition above about 10%
Y pestis TopoI = Y. pestis Topo-I inhibition via cleavage products; Y. pestis Topo-I cleavage product accumulation, plate reader; activity, % at 10 µM; 0.064% of 360,000 active; AID 504884; in the data active = activity above about 50%, passing the limit was not always enough; inconclusive = no clear call, values can overlap the other calls; note: inactives centre near 2
SARS 3CLpro inh = SARS-CoV 3CLpro protease inhibition; inhibition, % at 6 µM; 0.14% of 290,000 active; AID 1706; recombinant SARS-CoV 3CLpro, quenched FRET peptide cleavage; in the data active = inhibition above about 12%
BoNT A protease = BoNT A light chain protease inhibition; inhibition, % at 10 µM; multiplex microsphere protease substrate cleavage, flow cytometry; 0.17% of 360,000 active; AID 588499; note: plate controls were buffer without enzyme for full effect and enzyme alone for no effect
Numbers without * were called inactive. Cut-off read from the data, not from the text of the source, unless noted: active = inhibition above about 30%; inconclusive = no clear call, values can overlap the other calls; inactive = below that. Not all compounds are listed; count on the stated rates, not on these rows.

Results for CC(=O)Nc1cc(-c2cccc(N)c2)cn2c(-c3ccccc3)cnc12 ?
PrPC surface inh: -7.4; Anthrax LF prot: 1.0; Vc quorum ag: inactive; TcdB GH inh: 1.7; Y pestis TopoI: 6.9; BoNT A protease: 0.0

Results for COCCNC(=O)C(=O)N/N=C(\C)CC(=O)Nc1cccnc1 ?
PrPC surface inh: 3.9; PfHsp40 yeast: -0.9; Anthrax LF prot: -2.8; Vc quorum ag: inactive; TcdB GH inh: -3.0; Y pestis TopoI: 3.3; SARS 3CLpro inh: -6.0; BoNT A protease: -0.7

How did COc1ccccc1C(=O)Nc1ccccc1C(=O)N1C(C)CCCC1C (stereo unspecified) do in these assays?
PrPC surface inh: 8.7; PfHsp40 yeast: 0.4; SSB-PriA inh: 3.7; Anthrax LF prot: -1.0; Vc quorum ag: -0.3; TcdB GH inh: -1.1; Y pestis TopoI: 13.0; SARS 3CLpro inh: 6.0; BoNT A protease: -0.8

What do the screens show for `COC(=O)C1=C(C)N=c2s/c(=C/c3cccs3)c(=O)n2C1c1cccs1` (stereo unspecified)?
PrPC surface inh: 9.9; PfHsp40 yeast: 0.8; Anthrax LF prot: 4.0; Vc quorum ag: 2.9; Y pestis TopoI: 6.0; SARS 3CLpro inh: -1.6; BoNT A protease: 3.7

How did Cc1ccc(-c2nn(-c3ccccc3)cc2C(=O)N2CCN(C3CCS(=O)(=O)C3)CC2)cc1 (stereo unspecified) do in these assays?
PrPC surface inh: -2.0; PfHsp40 yeast: 1.1; SSB-PriA inh: -8.8; Anthrax LF prot: 1.5; Vc quorum ag: -0.4; TcdB GH inh: 1.3; Y pestis TopoI: 19.0; BoNT A protease: 0.0

How did O=C(Nc1ccc(Cl)cc1)c1ccc(-c2ccccn2)s1 do in these assays?
PrPC surface inh: 11.1; PfHsp40 yeast: 0.4; SSB-PriA inh: 0.1; Anthrax LF prot: -15.6; Vc quorum ag: -0.4; TcdB GH inh: -0.9; Y pestis TopoI: -5.7; SARS 3CLpro inh: -3.9; BoNT A protease: -1.8

What do the screens show for `CCCCCc1ccc2cc(C#N)ccc2n1`?
PrPC surface inh: 4.4; Anthrax LF prot: -0.3; TcdB GH inh: 0.5; BoNT A protease: 0.1

Results for COc1ccccc1N1CCN(C(=O)C2CCN(S(=O)(=O)c3ccc4c(c3)CC(C)N4C(C)=O)CC2)CC1 (stereo unspecified) ?
PrPC surface inh: 3.7; PfHsp40 yeast: -0.8; SSB-PriA inh: -1.8; Anthrax LF prot: -2.3; Vc quorum ag: inactive; TcdB GH inh: 0.8; Y pestis TopoI: 17.7; SARS 3CLpro inh: 2.7; BoNT A protease: 2.0

Results for O=S(=O)(CCc1ccncc1)C1Cc2cccc3cccc1c23 (stereo unspecified) ?
PrPC surface inh: 1.5; PfHsp40 yeast: 0.9; SSB-PriA inh: -14.3; Anthrax LF prot: -8.5; Vc quorum ag: -0.6; TcdB GH inh: 0.0; Y pestis TopoI: 8.1; SARS 3CLpro inh: -1.0; BoNT A protease: -1.7

What do the screens show for `Cc1ccc(-c2nc3c(C)cc(Br)cn3c2Cc2ccsc2)cc1`?
PrPC surface inh: -1.8; Anthrax LF prot: -0.1; TcdB GH inh: -2.0; BoNT A protease: 1.8

Results for Cc1ccsc1/C=C1/C(=O)NN(c2ccccc2)C1=O ?
PrPC surface inh: -0.2; PfHsp40 yeast: -0.2; SSB-PriA inh: -1.9; Anthrax LF prot: -0.8; Vc quorum ag: -0.5; TcdB GH inh: 0.7; Y pestis TopoI: -5.6; SARS 3CLpro inh: -2.8; BoNT A protease: -0.4

What do the screens show for `CCN(CC)c1ccc(/C=C2\NC(=O)NC2=O)cc1`?
PrPC surface inh: -0.8; PfHsp40 yeast: -1.0; SSB-PriA inh: -1.2; Anthrax LF prot: -0.6; Vc quorum ag: -0.4; Y pestis TopoI: -5.2; SARS 3CLpro inh: 1.4; BoNT A protease: 0.4

Fetched one by one from above, 2 records:
How did Cc1ccc(-c2nn(-c3ccccc3)cc2C(=O)N2CCN(C3CCS(=O)(=O)C3)CC2)cc1 (stereo unspecified) do in these assays?
PrPC surface inh: -2.0; PfHsp40 yeast: 1.1; SSB-PriA inh: -8.8; Anthrax LF prot: 1.5; Vc quorum ag: -0.4; TcdB GH inh: 1.3; Y pestis TopoI: 19.0; BoNT A protease: 0.0

What do the screens show for `CCN(CC)c1ccc(/C=C2\NC(=O)NC2=O)cc1`?
PrPC surface inh: -0.8; PfHsp40 yeast: -1.0; SSB-PriA inh: -1.2; Anthrax LF prot: -0.6; Vc quorum ag: -0.4; Y pestis TopoI: -5.2; SARS 3CLpro inh: 1.4; BoNT A protease: 0.4

(continued)
What do the screens show for `CN(C)S(=O)(=O)c1ccc(C(=O)OCC(=O)NC(=O)NC2CCCC2)cc1`?
PrPC surface inh: -6.2; PfHsp40 yeast: -1.7; SSB-PriA inh: 1.6; Anthrax LF prot: -2.1; Vc quorum ag: -0.5; TcdB GH inh: -0.3; Y pestis TopoI: 0.9; BoNT A protease: -0.1

Results for Oc1c(C(c2ccccn2)N2CCCCC2)cc(Cl)c2cccnc12 (stereo unspecified) ?
PrPC surface inh: -0.7; PfHsp40 yeast: inconclusive; SSB-PriA inh: 96.0; Anthrax LF prot: -4.1; Vc quorum ag: inactive; TcdB GH inh: 1.2; Y pestis TopoI: 2.1; SARS 3CLpro inh: -4.0; BoNT A protease: -0.3

Results for CC(Sc1nnnn1C1CC1)C(=O)Nc1cccc(S(=O)(=O)N2CCOCC2)c1 (stereo unspecified) ?
PrPC surface inh: 4.2; PfHsp40 yeast: 0.4; SSB-PriA inh: -16.7; Anthrax LF prot: 3.2; Vc quorum ag: 2.1; TcdB GH inh: 4.6; Y pestis TopoI: -7.3; BoNT A protease: 0.8

Results for COc1ccc2c(c1)c(CC(=O)Nc1cc(C)ccc1C)c(C)n2C(=O)c1ccc(Cl)cc1 ?
PrPC surface inh: 1.0; PfHsp40 yeast: 1.1; SSB-PriA inh: -37.1; Anthrax LF prot: 2.8; Vc quorum ag: -0.9; Y pestis TopoI: 4.8; SARS 3CLpro inh: 3.4; BoNT A protease: -1.0

How did COc1cccc(CN2CCCC(C(=O)N3CCCCC3)C2)c1 (stereo unspecified) do in these assays?
PrPC surface inh: -3.5; PfHsp40 yeast: -0.6; SSB-PriA inh: -1.2; Anthrax LF prot: -3.9; Vc quorum ag: -0.9; TcdB GH inh: 0.2; Y pestis TopoI: 1.1; SARS 3CLpro inh: -5.6; BoNT A protease: 0.4

Results for CC(=O)c1c(C)[nH]c(C(=O)Nc2nc(C)cs2)c1C ?
PrPC surface inh: -1.3; PfHsp40 yeast: 0.3; SSB-PriA inh: -6.4; Anthrax LF prot: -2.4; Vc quorum ag: inactive; TcdB GH inh: 1.6; Y pestis TopoI: 0.4; SARS 3CLpro inh: -0.3; BoNT A protease: -1.9

What do the screens show for `Nc1ccn([C@@H]2O[C@H](C(=O)N3CCN(c4ccc(Cl)cn4)CC3)[C@@H](O)[C@H]2O)c(=O)n1`?
PrPC surface inh: -5.6; Anthrax LF prot: -7.1; TcdB GH inh: 0.5; BoNT A protease: -1.5

Results for CC1CCCCN1C(=O)COc1ccc(S(=O)(=O)N2CCCC2)cc1[N+](=O)[O-] (stereo unspecified) ?
PrPC surface inh: -0.3; PfHsp40 yeast: -0.4; SSB-PriA inh: -12.3; Anthrax LF prot: inconclusive; Vc quorum ag: inactive; TcdB GH inh: -1.0; Y pestis TopoI: 1.6; BoNT A protease: -1.7

What do the screens show for `COc1ccc(S(=O)(=O)Nc2c(C(=O)O)[nH]c3ccc(OC)cc23)cc1`?
PrPC surface inh: -9.9; PfHsp40 yeast: -0.1; SSB-PriA inh: 11.4; Anthrax LF prot: -1.6; Vc quorum ag: inactive; TcdB GH inh: -3.0; Y pestis TopoI: 3.6; SARS 3CLpro inh: -11.3; BoNT A protease: 3.3

Results for O=C(CCc1ccc(S(=O)(=O)N2CCOCC2)cc1)Oc1ccccc1 ?
PrPC surface inh: -0.6; PfHsp40 yeast: -1.6; SSB-PriA inh: -13.5; Anthrax LF prot: -1.8; Vc quorum ag: -0.2; Y pestis TopoI: 21.9; SARS 3CLpro inh: -2.7; BoNT A protease: 1.2

What do the screens show for `CCN(CCNC(=O)C1=C(C)C(=O)OC12CCC(C)CC2)c1ccccc1` (stereo unspecified)?
PrPC surface inh: 7.8; PfHsp40 yeast: 0.3; SSB-PriA inh: 2.4; Anthrax LF prot: -4.0; Vc quorum ag: -0.1; TcdB GH inh: 0.9; Y pestis TopoI: 5.6; SARS 3CLpro inh: -0.9; BoNT A protease: -0.5

Results for CC1=NNC(=O)C1C(c1ccc(Cl)cc1)C(C#N)C#N (stereo unspecified) ?
PrPC surface inh: 3.0; SSB-PriA inh: -1.6; Anthrax LF prot: -5.6; Vc quorum ag: inactive; TcdB GH inh: -0.1; Y pestis TopoI: -4.5; SARS 3CLpro inh: 3.2; BoNT A protease: 0.3

How did Fc1ccccc1CNCC1CCCO1 (stereo unspecified) do in these assays?
PrPC surface inh: 5.9; PfHsp40 yeast: 0.7; SSB-PriA inh: 3.9; Anthrax LF prot: 1.3; Vc quorum ag: -0.3; TcdB GH inh: 0.1; Y pestis TopoI: 23.6; SARS 3CLpro inh: 0.5; BoNT A protease: -3.2

Results for COc1ccc(Nc2nc(N/N=C/c3ccc(N(C)C)cc3)nc(C)c2[N+](=O)[O-])cc1 ?
PrPC surface inh: -7.8; PfHsp40 yeast: -0.7; Anthrax LF prot: -1.3; Vc quorum ag: -0.1; Y pestis TopoI: -4.5; SARS 3CLpro inh: -2.3; BoNT A protease: 0.6

How did O=C(NCCc1ccc(Cl)cc1)c1ccc2[nH]c(=O)c(=O)[nH]c2c1 do in these assays?
PrPC surface inh: -3.1; PfHsp40 yeast: 0.7; SSB-PriA inh: -0.6; Anthrax LF prot: -0.8; Vc quorum ag: -0.6; TcdB GH inh: 1.5; Y pestis TopoI: 1.6; SARS 3CLpro inh: 1.7; BoNT A protease: -0.1

Results for COc1ccc2ccccc2c1/C=N/Nc1cccc(C(=O)O)c1 ?
PrPC surface inh: -11.1; PfHsp40 yeast: -1.0; Anthrax LF prot: 8.4; Vc quorum ag: -0.5; TcdB GH inh: 0.9; Y pestis TopoI: 6.6; SARS 3CLpro inh: 3.9; BoNT A protease: -3.4

What do the screens show for `O=C(/C=C/c1ccccc1)OCC(=O)c1c[nH]c2ccccc12`?
PrPC surface inh: 4.2; PfHsp40 yeast: -1.3; SSB-PriA inh: 5.8; Anthrax LF prot: -4.4; TcdB GH inh: 0.0; Y pestis TopoI: 1.6; BoNT A protease: 0.5

How did CCOC(=O)c1cnc(-n2cc(C)cn2)nc1NCc1ccc2c(c1)OCO2 do in these assays?
PrPC surface inh: -5.0; PfHsp40 yeast: 0.5; SSB-PriA inh: -10.5; Anthrax LF prot: -0.3; Vc quorum ag: 2.7; Y pestis TopoI: 2.3; SARS 3CLpro inh: -2.6; BoNT A protease: inconclusive

What do the screens show for `CC(C)c1nnc(NC(=O)CN(C)S(=O)(=O)c2ccc3c(c2)OCCO3)s1`?
PrPC surface inh: 6.5; PfHsp40 yeast: -0.4; SSB-PriA inh: -1.4; Anthrax LF prot: -1.2; Y pestis TopoI: 7.5; SARS 3CLpro inh: -5.3; BoNT A protease: -0.5

Results for NS(=O)(=O)c1ccc(NC(=O)/C=C/c2cn(-c3ccccc3)nc2-c2cccc(Cl)c2)cc1 ?
PrPC surface inh: 6.5; PfHsp40 yeast: 1.5; SSB-PriA inh: 4.4; Anthrax LF prot: -3.7; Vc quorum ag: 1.6; TcdB GH inh: -0.2; Y pestis TopoI: 2.6; SARS 3CLpro inh: 6.7; BoNT A protease: 0.1

What do the screens show for `COc1ccc(C(=O)NNC(=S)NC(=O)c2cccnc2)cc1`?
PrPC surface inh: -3.0; PfHsp40 yeast: -0.8; SSB-PriA inh: 1.1; Anthrax LF prot: 3.1; Vc quorum ag: inactive; TcdB GH inh: 2.9; Y pestis TopoI: 1.8; SARS 3CLpro inh: 5.2; BoNT A protease: -0.4
